SIAE primary = human SIAE inhibition, primary screen; Q9HAT2; SIAE FP-Rh probe binding, fluorescence polarization; inhibition, % at 9.66 µM; 0.69% of 370,000 active;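 active means inhibition above a cutoff: mean of compounds within the control limits plus 3 SD of those, cut at about 17% in these data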;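 further: 0% = plate median of compound wells and 100% = probe without SIAE protein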
ABHD4 inh = inhibits mouse alpha/beta hydrolase domain 4; purified mABHD4, FP-Rh probe fluorescence polarization; Q8VD66; inhibition, % at 8.92 µM; 0.54% of 370,000 active;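 active means inhibition exceeding the mean over every tested compound plus 3 SD, cut at about 30% in these data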;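 further: 0% = plate median of compound wells and 100% = S159A mutant with DMSO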
Target sequence (Q8VD66 whole entry, looked up, the tested form may be a part): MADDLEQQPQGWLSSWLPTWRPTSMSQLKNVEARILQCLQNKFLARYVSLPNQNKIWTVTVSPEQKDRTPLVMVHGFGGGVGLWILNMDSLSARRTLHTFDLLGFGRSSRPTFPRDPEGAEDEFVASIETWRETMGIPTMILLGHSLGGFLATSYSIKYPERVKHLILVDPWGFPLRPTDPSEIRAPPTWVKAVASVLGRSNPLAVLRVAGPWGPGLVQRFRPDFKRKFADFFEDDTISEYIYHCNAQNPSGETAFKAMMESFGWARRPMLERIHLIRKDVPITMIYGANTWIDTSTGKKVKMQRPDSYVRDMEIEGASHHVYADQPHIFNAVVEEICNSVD
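Material: mouse ABHD4 enzyme, wild type; Benchmarks: S159A mutant high control, sample median low control; Buffer or medium: HEPES pH 7.0, NaCl, Pluronic buffer; Signal: fluorescence polarization; Read-out: percent inhibition of probe binding, normalized to plate controls; Timing: pre-incubation 45 min, probe exposure 60 min, at 25 °C; Dosing: 8.92 µM, single dose.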
PG9 binder = PG9 antibody binding by small molecule. TR-FRET gp120-PG9 antibody binding. inhibition, % at 6.7 µM. 0.43% of 360,000 active. AID 624416; in the data active means inhibition above about 8.5%
HTRA1 inhibitor = blocks human HTRA1 serine peptidase | recombinant HTRA1, FP-rhodamine activity-based probe, fluorescence polarization | 0.5% of 340,000 active | inhibition, % at 5.96 µM; in the data active means inhibition above about 36%;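 further: 0% = enzyme with DMSO and 100% = wells lacking enzyme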
LEDGF integ inh = blocks HIV-1 LEDGF/p75-dependent DNA integration. TR-FRET IN-LEDGF/p75 DNA integration, Eu/Cy5. inhibition, % at 3.7 µM. 0.64% of 370,000 active;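 active means inhibition above the screen-wide mean plus 3 SD, cut at about 13% in these data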;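 further: signal is the Cy5 over europium emission ratio at 671 and 618 nm; 0% = plate median of compound wells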
NR1D1 modulator = modulates human Rev-erb alpha binding to DNA. P20393. Rev-erbα–FITC-DNA binding, fluorescence polarization, 90 min. activity, % at 10 µM. 0.79% of 370,000 active;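 active means activity above about 14%, limit read from the data; passing the limit was not always enough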;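 further: 0% = DMSO wells with 35 nM protein and 100% = DMSO wells with 750 nM protein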
rCAG binder = molecules binding r(CAG) RNA repeats | r(CAG) RNA repeat, TO-PRO-1 dye displacement fluorescence | inhibition, % at 3 µM | 1.3% of 370,000 active | AID 651821;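 active means inhibition above the plate cutoff, the mean of all test compounds on that plate plus 3 SD, cut at about 35% in these data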;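 further: 0% = DMSO alone and 100% = 100 µM mitoxantrone as full dye displacement; higher means more dye released from RNA so lower well fluorescence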
TDP2 absorb = blocks human TDP2 phosphodiesterase activity | O95551 | inhibition, % at 12.8 µM | recombinant TDP2, T5PNP hydrolysis, p-nitrophenol absorbance 415 nm | AID 720702 | 0.34% of 370,000 active;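 active means inhibition above the mean of all tested compounds plus 3 SD, set per campaign, cut at about 25% in these data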;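 further: 0% = DMSO with enzyme and 100% = buffer with substrate but no TDP2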
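Test system: Human TDP2 enzyme | Reagent: 5 mM T5PNP | Compound dosing: 12.8 µM single point, 1% DMSO | Incubation: Enzyme reaction with compound for 2 h at 37 °C | Technique: p-Nitrophenol epi absorbance | Read-out: % inhibition relative to enzyme-containing and enzyme-free wells | Benchmarks: High control without enzyme, low control DMSO plus TDP2 | Replicates: Singlicate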
PRMT1 inh = blocks human protein arginine methyltransferase 1; recombinant PRMT1, activity-based probe fluorescence polarization; inhibition, % at 2.79 µM; 1.3% of 370,000 active;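 active means inhibition above about 21% made by adding two undisclosed values, limit read from the data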
Target sequence (Q99873 whole entry, looked up): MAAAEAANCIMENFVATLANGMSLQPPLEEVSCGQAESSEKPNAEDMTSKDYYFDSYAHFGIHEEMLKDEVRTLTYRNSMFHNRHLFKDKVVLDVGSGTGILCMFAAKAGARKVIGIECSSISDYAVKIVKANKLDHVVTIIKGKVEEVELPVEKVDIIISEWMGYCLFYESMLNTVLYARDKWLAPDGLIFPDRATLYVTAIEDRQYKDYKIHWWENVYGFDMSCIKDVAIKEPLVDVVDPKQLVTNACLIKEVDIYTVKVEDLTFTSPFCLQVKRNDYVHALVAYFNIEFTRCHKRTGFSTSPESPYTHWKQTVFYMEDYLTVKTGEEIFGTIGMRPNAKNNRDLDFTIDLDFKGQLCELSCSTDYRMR
TCR CD3 inh = human TCR-CD3 binding inhibition; TAMRA-labeled TCR probe fluorescence, biochemical; inhibition, % at 9.4 µM; 0.37% of 360,000 active; AID 651800; in the data active means inhibition above about 19%;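 further: recombinant mutant TCR 2C K166C tagged with TAMRA read by polarization; 0% = receptor in buffer alone and 100% = receptor with positive control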
* = called active by the depositor; nt = not tested or not shown.

SMILES	SIAE primary	ABHD4 inh	PG9 binder	HTRA1 inhibitor	LEDGF integ inh	NR1D1 modulator	rCAG binder	TDP2 absorb	PRMT1 inh	TCR CD3 inh
COC(=O)Cc1c(C)c2ccc(OCC(=O)N3CCCC3)c(C)c2oc1=O	1.0	2.7	-0.5	7.3	2.7	-0.9	-4.2	5.5	-3.2	5.6
CC(=O)Nc1ccc(S(=O)(=O)Nc2nc(CN3CCOCC3)nc3sc4c(c23)CCCC4)cc1	0.3	4.1	0.6	4.5	0.5	-8.2	32.7	3.8	0.7	6.4
COc1ccccc1/C=N/N(C(C)=O)c1nc(-c2ccc(F)cc2)cs1	-2.8	2.0	-1.5	-2.2	-2.5	-0.8	3.9	-0.3	-1.1	4.7
COc1ccc(CC(=O)N[C@@H]2c3ccccc3CC[C@@H]2OCc2ccccc2)cc1	-3.5	1.0	-1.2	-3.1	-1.5	-1.1	0.7	5.9	3.4	-7.0
O=C(NNc1c2ccccc2nc2ccccc12)C12CC3CC(CC(C3)C1)C2	-0.7	-0.7	-0.1	-0.5	-3.4	0.9	-3.0	10.0	-1.4	-3.3
C=CCC[C@@H](Cc1ccc(F)cc1)C(=O)OC[C@H](C)NC(=O)[C@@H](CC=C)CC(=O)N[C@@H](CO)Cc1ccccc1	-4.2	6.8	0.6	-4.8	-0.4	1.4	-3.3	4.8	1.1	-2.7
COC(=O)C(Cc1ccccc1)NC(=O)c1ccc(NS(=O)(=O)c2ccc3[nH]c(=O)[nH]c3c2)cc1 (configuration not stated)	-7.7	-10.9	0.3	-1.4	3.8	-7.0	3.2	0.7	-0.5	-3.0
CCC(C)NCCOc1ccc(C(C)(C)c2ccccc2)cc1 (configuration not stated)	0.5	14.6	-0.1	3.9	-3.6	-4.2	2.9	15.6	-1.4	-0.7
COc1ccc(-c2cc(C(=O)N3CCCCC3)no2)cc1OC	-0.4	5.0	-1.7	-0.5	-0.5	-4.5	-5.9	-7.5	-0.2	3.7
Cc1ccc(Cn2ccc(O)c(Cc3ccccc3)c2=O)cc1	-17.1	-18.7	-0.4	-12.1	-1.8	2.4	-0.4	-2.4	-0.1	1.2
CCCCN(C(=O)CNC(=O)c1cccs1)C(C(=O)NC1CCCC1)c1ccncc1 (configuration not stated)	0.0	1.4	-1.8	2.1	-3.0	1.2	-5.0	7.4	2.6	6.3
Cc1cccc(CCNC(=O)c2cccc(N3CCCC3=O)c2)c1	3.0	9.9	1.0	-2.1	-2.1	-1.8	-6.1	3.0	5.0	-4.4
COc1ccc(/C=N/Nc2nc(Nc3ccccc3)nc(N3CCCCC3)n2)c(OC)c1	6.4	4.3	-1.7	-6.0	8.3	-4.2	0.8	-9.6	-2.4	5.0
CC(=O)Nc1cccc(NC(=S)Nc2ccc(F)cc2F)c1	7.2	2.9	-0.6	7.7	5.5	-3.8	-1.5	-0.9	-0.8	1.4
Cc1cc(C)c2nc(N3CCCC3)c(C#N)cc2c1	-1.3	7.2	0.1	-20.7	2.4	0.1	3.4	-3.4	1.3	2.5
COc1ccc(CCC(=O)N(C)CC(=O)Nc2ccc(Cl)c(C(F)(F)F)c2)cc1	-12.2	-13.6	-1.7	-43.7	3.1	-2.9	-1.7	-0.4	0.7	0.6
O=C(Nc1c(Cl)ccc2nsnc12)c1cccnc1	1.4	4.9	-4.3	-7.2	3.1	-1.4	0.6	-4.0	0.8	6.1
CSc1cccc(CN2CCN(CCC(C)C)C(CCO)C2)c1 (configuration not stated)	-3.1	-4.4	1.1	0.5	2.2	-0.5	-10.8	-0.3	5.0	-8.1
Cc1ccc([C@H]2N[C@]3(CCCN(Cc4ccc(C(F)(F)F)cc4)C3=O)[C@H]3C(=O)N(C)C(=O)[C@@H]23)cc1	-0.8	-1.3	-0.9	-0.9	-0.6	-3.3	1.0	1.2	2.2	4.8
Cc1ccc2sc(NNC(=O)c3cc(-c4cccs4)nc4ccccc34)nc2c1C	-2.3	8.5	-6.5	nt	-1.9	-1.9	18.9	2.5	0.1	-5.0
O=C(CN1C(=O)NC2(CCOc3ccccc32)C1=O)c1ccc[nH]1 (configuration not stated)	-0.7	5.6	1.1	8.4	1.5	-2.4	5.2	-1.4	4.6	2.1
O=C(OCCOc1ccc(Cl)cc1)c1cc(S(=O)(=O)N2CCCCC2)ccc1N1CCOCC1	-5.3	12.9	0.7	-5.9	1.7	1.4	3.8	-7.3	-2.1	8.5
Cc1cc(Br)cc(/C=N/NC(=O)c2ccc3c(c2)OCO3)c1O	5.1	4.4	-5.2	26.2	-5.8	-6.6	12.8	0.3	1.4	29.2*
O=c1cc(Cn2ccnc2)c2cc(O)ccc2o1	0.4	-4.2	-0.6	13.8	0.8	-3.4	-0.1	2.7	-1.5	9.7
COc1ccc(NC(=O)COc2ccc(/C=C/c3cc[n+](C)cc3)cc2OC)cc1	7.4	-1.2	-0.7	0.2	2.0	2.4	13.8	9.5	-1.0	1.1

Rewritten field by field: 2 of the compounds above
Cc1cc(Br)cc(/C=N/NC(=O)c2ccc3c(c2)OCO3)c1O
  SIAE primary: 5.1 | ABHD4 inh: 4.4 | PG9 binder: -5.2 | HTRA1 inhibitor: 26.2 | LEDGF integ inh: -5.8 | NR1D1 modulator: -6.6 | rCAG binder: 12.8 | TDP2 absorb: 0.3 | PRMT1 inh: 1.4 | TCR CD3 inh: 29.2*
O=c1cc(Cn2ccnc2)c2cc(O)ccc2o1
  SIAE primary: 0.4 | ABHD4 inh: -4.2 | PG9 binder: -0.6 | HTRA1 inhibitor: 13.8 | LEDGF integ inh: 0.8 | NR1D1 modulator: -3.4 | rCAG binder: -0.1 | TDP2 absorb: 2.7 | PRMT1 inh: -1.5 | TCR CD3 inh: 9.7

Retrieved by structure from the list above, two records:
SMILES	SIAE primary	ABHD4 inh	PG9 binder	HTRA1 inhibitor	LEDGF integ inh	NR1D1 modulator	rCAG binder	TDP2 absorb	PRMT1 inh	TCR CD3 inh
C=CCC[C@@H](Cc1ccc(F)cc1)C(=O)OC[C@H](C)NC(=O)[C@@H](CC=C)CC(=O)N[C@@H](CO)Cc1ccccc1	-4.2	6.8	0.6	-4.8	-0.4	1.4	-3.3	4.8	1.1	-2.7
Cc1ccc(Cn2ccc(O)c(Cc3ccccc3)c2=O)cc1	-17.1	-18.7	-0.4	-12.1	-1.8	2.4	-0.4	-2.4	-0.1	1.2

Shown as a hit in TCR CD3 inh, of those listed so far:
Structure	SIAE primary	PG9 binder	HTRA1 inhibitor	LEDGF integ inh	NR1D1 modulator	TDP2 absorb	PRMT1 inh	TCR CD3 inh
Cc1cc(Br)cc(/C=N/NC(=O)c2ccc3c(c2)OCO3)c1O	5.1	-5.2	26.2	-5.8	-6.6	0.3	1.4	29.2*

Bioassay records as filed in PubChem BioAssay.

Not all compounds are listed; count on the stated rates, not on these rows.
